# Wee1 stabilizer = inhibitors of human Wee1 degradation. P30291. HeLa Luc-Wee1K328M stability, luciferase luminescence; 100% = proteasome inhibitor MG132 effect. reporter increase, % at 5 µM. 220,000 tested, 1.2% active;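 active = activation above the mean of all tested compounds plus 3 SD, set per screening run, cut at about 8.8% in these data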;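 also: cells exposed to compound for 20 h before luminescence read; 0% = DMSO alone and 100% = MG132 at 30 µM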
# KLK5 inh = kallikrein 5 (human) inhibition; Q9Y337; recombinant hK5, fluorogenic AMC substrate cleavage; 210,000 tested, 0.59% active; inhibition, % at 5 µM; AID 873;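 active = inhibition of 40% or more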;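 also: 0% = enzyme controls without compound and 100% = no-enzyme blanks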
# Target sequence (Q9Y337 67-293 limits assumed): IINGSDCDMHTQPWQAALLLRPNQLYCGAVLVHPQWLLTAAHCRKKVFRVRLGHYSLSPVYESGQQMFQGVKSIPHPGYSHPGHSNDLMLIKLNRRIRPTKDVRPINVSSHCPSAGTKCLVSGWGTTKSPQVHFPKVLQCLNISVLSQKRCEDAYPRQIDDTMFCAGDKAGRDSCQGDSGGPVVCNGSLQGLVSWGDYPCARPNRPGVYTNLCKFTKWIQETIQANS
# PERK inhibitor = inhibitors of human PERK kinase; CHO PERK-DD fusion, SEAP luminescence translation reporter; inhibition, % at 5.6 µM; Q9NZJ5; 220,000 tested, 0.17% active;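 active = inhibition above the mean inhibition of all tested compounds plus 3 SD, set separately per screening campaign, cut at about 2.9% in these data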;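 also: PERK kinase domain activated by AP20187 dimerizer at 100 nM; 0% = DMSO with dimerizer and 100% = rapamycin at 8.4 µM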
# Furin inh = blocks human furin protease activity | AID 463115 | 220,000 tested, 0.061% active | inhibition, % at 30 µM | P09958 | purified furin, fluorogenic substrate cleavage; in the data active = inhibition above about 25%; also: inactives centre near -15
# p97 ATPase inh = inhibitors of human p97 ATPase. P55072. recombinant p97 ATPase, Kinase-Glo ATP luminescence, 3 h. inhibition, % at 8 µM. 220,000 tested, 0.42% active. AID 1481; in the data active = inhibition above about 15%;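 also: 0% = DMSO vehicle and 100% = wells lacking enzyme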
# FXIa inh = factor XIa (human) inhibition; purified FXIa, Boc-Glu-Ala-Arg-AMC fluorogenic substrate; inhibition, % at 5 µM; 220,000 tested, 0.14% active; AID 798;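 active = inhibition of at least 40%; inactive = inhibition below 40%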;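 also: fluorescence of freed AMC excited at 355 nm; 0% = enzyme without compound and 100% = no enzyme blank; many of its hits are not listed in these tables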
# Target sequence (P03951 19-387 limits assumed): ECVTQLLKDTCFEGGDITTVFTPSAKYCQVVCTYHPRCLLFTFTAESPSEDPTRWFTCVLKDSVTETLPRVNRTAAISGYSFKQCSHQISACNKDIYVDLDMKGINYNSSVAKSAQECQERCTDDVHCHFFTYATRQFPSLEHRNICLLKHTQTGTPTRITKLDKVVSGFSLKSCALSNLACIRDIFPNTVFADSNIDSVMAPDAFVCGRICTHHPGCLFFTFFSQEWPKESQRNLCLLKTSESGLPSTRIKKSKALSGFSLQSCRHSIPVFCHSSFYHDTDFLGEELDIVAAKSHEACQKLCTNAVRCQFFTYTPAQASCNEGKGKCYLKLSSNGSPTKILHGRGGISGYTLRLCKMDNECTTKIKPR
# Target sequence (P03951 388-625 limits assumed): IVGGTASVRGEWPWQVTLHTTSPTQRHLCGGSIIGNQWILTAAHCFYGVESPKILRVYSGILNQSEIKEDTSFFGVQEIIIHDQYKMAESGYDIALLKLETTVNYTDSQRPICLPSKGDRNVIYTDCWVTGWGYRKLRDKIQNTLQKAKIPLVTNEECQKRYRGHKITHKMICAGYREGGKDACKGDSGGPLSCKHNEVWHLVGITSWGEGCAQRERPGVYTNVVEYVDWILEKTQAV
# Cl transport mod = KCC2 (human) Cl- transport modulation | Q9H2X9 | KCC2 cells, thallium flux FluoZin-2 fluorescence | B-score of Tl+ flux slope (higher = more flux/activation; lower = inhibition) at 10 µM | 190,000 tested, 2.2% active | AID 1456;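 active = thallium flux slope and its plate-corrected score both differing from the plate sample mean at a set confidence after two filtering rounds, in either direction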;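 also: slope of fluorescence scaled to starting intensity during 10 to 20 s after thallium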
# thrombin 1536 = thrombin (human) inhibition. P00734. alpha-thrombin, Boc-VPR-AMC fluorogenic substrate cleavage. inhibition, % at 5 µM. 220,000 tested, 0.26% active;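 active = inhibition at or above 40%; inactive = inhibition below 40%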;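 also: 0% = enzyme with no compound and 100% = wells without enzyme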
#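 signal = AMC fluorescence, 355/460 nm | material = human alpha-thrombin enzyme | control set = enzyme without compound as high, wells lacking enzyme as low | times = reaction at room temperature | read-out basis = percent inhibition scaled between no-compound controls and no-enzyme blanks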
# FXIIa inh = blocks human coagulation factor XIIa protease activity. P00748. purified FXIIa, Boc-QGR-AMC fluorogenic substrate, 2 h. inhibition, % at 5 µM. 220,000 tested, 0.3% active; in the data active = inhibition above about 40%;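 also: 0% = enzyme with no compound and 100% = blank without enzyme; many of its hits are not listed in these tables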
# Numbers without * were called inactive; i = inactive; nt = not tested or not shown; [ ] = another dose, or the depositor's remark.
SMILES,Wee1 stabilizer,KLK5 inh,PERK inhibitor,Furin inh,p97 ATPase inh,FXIa inh,Cl transport mod,thrombin 1536,FXIIa inh
C=C(C)CSc1nnc(-c2ccc(OC)cc2)n1N,-3.5,45.0*,0.2,-16.1[20 µM],7.3,2.9,1.76,15.4,15.5
Cc1ccc(N2C(=O)CC(NCc3ccc4c(c3)OCO4)C2=O)cc1Cl (stereo unspecified),2.6,-5.6,1.7,-27.0,4.4,-3.7,-0.654,-1.8,0.0
CC(=O)c1cccc(NC(=O)C2CCCN2S(=O)(=O)c2cccc3nsnc23)c1 (stereo unspecified),-1.5,-19.4,0.5,-13.0,-2.9,-0.8,-2.25,-4.0,5.6
CCOC(=O)Cc1csc(SCC(=O)Nc2cc(C)ccc2OC)n1,-2.5,3.3,-0.2,-17.5,-2.6,3.8,-0.0103,2.6,12.5
CCCC(=O)Nc1ccc(C(=O)NNC(=O)COc2ccc(Br)c(C)c2)cc1,0.9,-14.3,1.0,-8.8[20 µM],-5.8,0.1,-0.0716,3.7,15.9
COc1ccc2c(CC(=O)OCC(=O)Nc3cc(C)c(C)cc3[N+](=O)[O-])coc2c1,-2.4,-5.0,1.2,-16.9,3.3,4.3,0.0793,-4.0,15.8
COc1cc(CN2CCN(Cc3ccc(C)cc3)C(CCO)C2)ccc1O (stereo unspecified),0.8,4.2,0.1,-0.3,-3.1,0.8,0.379,-17.5,6.2
O=C(N/N=C\c1ccc([N+](=O)[O-])o1)C1COc2ccccc2O1 (stereo unspecified),-0.9,-5.3,1.1,2.4,3.6,-7.7,-0.296,2.5,1.1
O=C(OCC(=O)N1CCCCC1)c1c[nH]c(=O)[nH]c1=O,-0.2,-4.8,0.3,-23.7,0.3,-5.8,0.182,-4.4,1.4
COC(=O)Cn1c2ccc(Cl)cc2c2nc(C)sc21,-3.1,-3.2,0.1,-21.8,7.5,-0.2,-0.769,-3.2,4.4
C=CCOc1c(CNc2cccc(C(=O)O)c2)cccc1OC,-2.0,-25.0,0.6,-19.3[20 µM],1.9,-12.5,0.114,1.4,10.8
O=C(Nc1ccc(C(=O)N2CCCCC2)cc1)c1ccc(Br)cc1,2.3,1.7,0.4,-14.1[20 µM],-0.2,-1.5,-0.11,-4.9,-3.6
CC1=C(C(=O)OC(C)C)C(c2ccc(Br)s2)NC(=O)N1 (stereo unspecified),2.6,-32.4,-1.4,-8.8[20 µM],-0.4,-7.9,0.248,-12.8,0.5
O=C(O)c1ccc(NCc2nc3ccccc3n2Cc2ccccc2F)cc1,5.5,3.1,-0.2,-18.5,4.1,2.1,-0.417,1.6,11.7
CCN(CC)C(=O)NC1CCCCCCC1,-1.9,-20.0,0.8,-25.9,-0.6,-3.2,0.272,3.8,-3.1
CCOC(=O)c1c(NC(=S)N2CCOCC2)sc(C)c1C,-0.4,2.1,0.6,-22.7,-1.8,-4.2,1.12,1.0,6.2
CC1CC(C)CN(CC(=O)N2CCCc3c2c(=O)oc2ccc(OCc4ccccc4)cc32)C1 (stereo unspecified),-0.9,-3.7,-1.3,-17.4[20 µM],-10.0,8.6,nt,-5.9,3.2
O=C(CN1CCN(c2ncccn2)CC1)NCc1ccccc1,-0.5,-14.3,-0.6,-4.5[20 µM],-0.1,1.7,-0.989,-8.0,-0.3
CC(=O)c1sc(Nc2ccccn2)nc1C,-1.7,-10.6,0.0,7.2,3.1,0.3,0.912,-6.8,16.2
Fc1cccc(Cn2cc(C(=S)N3CCCCC3)c3ccccc32)c1,2.0,-7.1,0.7,-11.7[20 µM],0.5,-1.1,1.1,24.1,0.4

# In a second layout: three of the compounds above.
# Below each SMILES – Wee1 stabilizer	KLK5 inh	PERK inhibitor	Furin inh	p97 ATPase inh	FXIa inh	Cl transport mod	thrombin 1536	FXIIa inh
CCCC(=O)Nc1ccc(C(=O)NNC(=O)COc2ccc(Br)c(C)c2)cc1
 : 0.9	-14.3	1.0	-8.8[20 µM]	-5.8	0.1	-0.0716	3.7	15.9
CCOC(=O)Cc1csc(SCC(=O)Nc2cc(C)ccc2OC)n1
 : -2.5	3.3	-0.2	-17.5	-2.6	3.8	-0.0103	2.6	12.5
COc1cc(CN2CCN(Cc3ccc(C)cc3)C(CCO)C2)ccc1O (stereo unspecified)
 : 0.8	4.2	0.1	-0.3	-3.1	0.8	0.379	-17.5	6.2

# (continued)
SMILES,Wee1 stabilizer,KLK5 inh,PERK inhibitor,Furin inh,p97 ATPase inh,FXIa inh,Cl transport mod,thrombin 1536,FXIIa inh
Cc1cccn2c(=O)c3cc(C(=O)N4COCC4(C)C)n(C)c3nc12,-2.2,-88.3,-0.7,-17.1,1.9,-9.6,nt,-9.5,-1.3
Cc1ccc(S(=O)(=O)N2CCCC(C(=O)Nc3ccc(C(=O)O)cc3)C2)cc1Cl (stereo unspecified),-0.5,-4.3,1.5,-16.9,6.0,-2.8,-1.06,-4.2,3.7
CCSc1nc(=S)n(-c2ccccc2)c(C)c1C(C)=O,-1.2,3.2,0.0,-15.7[20 µM],-0.1,1.7,1.98,0.3,6.4
CS(=O)(=O)N(Cc1ccc(Cl)cc1)c1ccc(C(=O)Nc2cccnc2)cc1,-2.9,-24.7,-0.3,-32.6[20 µM],2.2,2.5,-0.95,0.1,11.8
N#C/C(=C\c1ccc(OCc2cccc(C(=O)O)c2)cc1)C(=O)NCc1ccco1,9.2*,1.5,-0.8,-7.3,13.2,5.2,-2.2,1.4,3.9
COc1cccc(SCc2noc(C(=O)NC(C)C)c2C(=O)O)c1,-1.1,-22.5,0.9,-6.2[20 µM],0.4,21.8,0.32,1.8,27.7
CC(C)c1onc(C(=O)NCc2cccs2)c1[N+](=O)[O-],-2.2,-11.2,0.1,-18.2,1.5,-7.2,0.566,-6.8,1.4
CCOc1ccc2nc(-c3cc(NC(C)=O)ccc3O)sc2c1,2.1,-1.8,0.8,-29.8,1.6,1.6,-0.00637,-4.3,5.8
COc1ccccc1N1CCN(C(=O)CCc2ccc(S(=O)(=O)NCC(C)C)cc2)CC1,0.3,-12.7,-1.4,-24.0[20 µM],-2.8,5.2,-1.21,0.4,16.7
CCCSc1nnc2n(-c3ccccc3OC)c(=O)c3c4c(sc3n12)CCC4,-0.1,-12.0,-1.7,-13.3[20 µM],-6.9,2.0,-1.55,0.3,-1.0
COc1cc(NC(=O)c2cc(OC)c(OC)c(OC)c2)c(OC)cc1NC(=O)CN1CCCCC1,0.3,-14.2,-1.4,-10.4[20 µM],-7.5,4.0,0.2,2.4,7.8
CCOC(=O)CSc1nc2ccc(N)cc2s1,0.3,-34.8,0.2,-21.1[20 µM],4.2,2.6,0.146,-1.0,5.2
Cc1cc(/C=C2\Sc3ccccc3N2C)cc(C)[n+]1CC1CCCO1 (stereo unspecified),-2.6,2.4,0.2,-25.8,-2.4,1.0,i,2.7,nt
NC(=O)c1cccnc1Oc1ccccc1,1.7,-6.2,2.0,-16.6,0.9,-2.5,nt,-4.3,6.9
CCOc1ncccc1C(=O)OCc1ccccc1,0.3,-3.6,0.1,-4.6,-0.7,-1.7,0.218,-6.8,2.9
CC1CC1C(=O)OCC(=O)Nc1ccc(N=Nc2ccccc2)cc1 (stereo unspecified),2.3,-2.6,-0.1,-12.7,0.4,0.4,-0.0383,-4.0,11.1
COc1ccc(-c2onc3ccc(Cl)cc23)cc1OC,0.7,nt,-0.6,-10.7[20 µM],-3.3,nt,1.32,nt,nt
CN1CCc2c(sc(NC(=O)c3cc4cc([N+](=O)[O-])ccc4s3)c2C(N)=O)C1,-1.1,-4.0,0.1,-16.8,8.7,13.2,0.0936,0.6,-0.1
COC(=O)c1cn(Cc2ccc(C(F)(F)F)cc2)cc(F)c1=O,-3.5,-0.5,0.8,-26.2,3.5,-2.4,-0.0582,-7.3,9.2
Cc1ccc(CN2CCN(Cc3ccc(Oc4ncccn4)cc3)CC2CCO)cc1 (stereo unspecified),-4.2,3.2,-0.1,-24.5,5.7,8.8,-2.12,-6.2,7.3
Cc1cc(NC(=O)c2ccccc2F)nc2c1c(=O)oc1ccccc12,-2.0,-1.3,1.7,-10.7,1.8,-4.2,-0.00903,3.4,1.9
Cn1c(=O)c2c(nc(CN3CCOCC3)n2CCCc2ccccc2)n(C)c1=O,2.4,-11.0,-0.4,-15.0[20 µM],3.7,5.2,0.892,-0.8,12.3
O=C(c1cc(-c2ccccc2)on1)N1CCCc2ccccc21,0.4,-1.6,-0.4,-8.5,-1.2,-6.5,-1.88,-6.9,6.6
CCC(C)Sc1nc2c(cnn2-c2ccccc2)c(=O)[nH]1 (stereo unspecified),1.5,-3.0,0.0,-13.6,2.2,3.0,-0.314,-0.4,16.1
Clc1ccc(CN2CCN(c3ncnc4scc(-c5cccs5)c34)CC2)cc1,0.9,-5.7,-1.5,-16.3[20 µM],-4.1,6.8,nt,2.5,15.4
Cc1ccccc1N1C(=O)c2cccc([N+](=O)[O-])c2C1=O,-1.9,2.1,1.5,-28.1,9.3,-2.2,-0.000694,-5.7,7.5
O=C(CO/N=C/c1ccccc1OC(F)F)NC1CCCC1,-2.1,0.0,1.1,-4.3,-5.2,3.3,0.83,-4.5,9.9
Cn1cc(C=O)c2cc(S(=O)(=O)N3CCOCC3)ccc21,0.7,-4.9,0.4,-3.7,-5.3,14.4,0.265,1.8,7.4
CCCCCC(=O)Nc1ccc(S(=O)(=O)Nc2ccc(Cl)nn2)cc1,0.9,0.6,0.1,-1.0,-4.0,-12.1,1.48,-6.3,-5.7
COc1cc(CCC(O)CC(=O)CCc2ccccc2)ccc1O (stereo unspecified),0.5,4.2,-0.3,-21.2,-3.3,5.5,-0.222,1.2,7.0
O=C(/C=C/c1ccc(Cl)cc1)NCCN1CCOCC1,0.2,-13.3,0.1,-8.5[20 µM],0.9,-5.2,1.76,-2.4,9.2
CCc1ccc(N2CC(C(=O)NCc3ccco3)CC2=O)cc1 (stereo unspecified),0.3,-10.7,1.4,-21.5[20 µM],0.9,0.7,-0.0881,-2.6,9.3
CCc1cc(C(=O)N=Nc2c(O)[nH]c3c(Br)cc(Br)cc23)c2ccccc2n1,-1.8,-22.4,-0.9,-17.6,3.5,-1.7,-0.398,-5.3,-1.9
COc1ccc2cc(C(c3nnnn3Cc3ccccc3)N3CCCCCC3)c(=O)[nH]c2c1 (stereo unspecified),-1.2,nt,0.9,12.9,6.1,nt,-1.93,nt,nt
CCn1c(=O)c(=O)n(CC)c2cc(S(=O)(=O)Nc3ccc(C)cc3)ccc21,-1.7,-1.5,0.1,-14.3,-2.2,-1.5,-1.35,1.3,10.1
COc1ccc(NC(=O)CCS(=O)(=O)c2cccc3nonc23)cc1,-0.6,-1.0,-0.3,-15.1,1.2,0.2,1.74,-0.8,7.5
Cc1cc(C)n2c(=S)[nH]nc2n1,-4.3,-13.1,-0.1,-18.5,5.0,-4.8,-0.827,-17.7,7.3
CCN(CC)S(=O)(=O)c1ccc(C(=O)NCc2ccc3[nH]c4c(c3c2)CCCC4)cc1,-0.7,-5.0,0.1,-9.6,5.9,7.3,0.664,2.8,15.6
O=C(NCc1ccccc1C(F)(F)F)C1CC(c2ccccc2[N+](=O)[O-])=NO1 (stereo unspecified),1.8,-5.5,0.7,-29.8[20 µM],-0.9,4.2,-0.177,3.6,17.5
Cc1ccccc1CS(=O)(=O)c1nnc([C@H](CC(C)C)NC(=O)OC(C)(C)C)o1,-2.1,-18.4,-1.0,-5.2,-4.8,-1.8,-3.18,-3.1,-3.5
COc1ccc(CCNC(=O)CN(c2ccccc2OC)S(C)(=O)=O)cc1OC,-0.7,-15.2,-0.1,-20.3,0.3,-3.7,1.01,1.7,14.4
COc1ccc(-c2noc(CCC(=O)NCCCN3CCN(c4ccccc4F)CC3)n2)cc1,2.6,-0.5,0.3,-3.9,-4.2,-6.2,-0.99,2.6,3.6
O=S(=O)(NCCO)c1cccc2cccnc12,-2.6,-7.9,0.0,-20.9,0.6,-1.2,0.444,2.4,8.5
